Compound activity (PubChem BioAssay)
rTrxR1 inhibitor = rat TrxR1 inhibition; O89049; recombinant rTrxR1, NADPH fluorescence consumption, selenite substrate; Potency, µM (highest dose often 114 µM), inactives show top-dose activity change, negative = inhibition, usual class: inhibitors; 1% of 390,000 active; AID 588453; also: % is scaled to controls: 0 for no effect and ±100 for the full control effect; nearly all actives have a fitted effect of over 65% in size
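Rat TrxR1 (90 nM in the dispensed reagent) was pre-reduced with 400 uM NADPH for 5 min at room temperature, then incubated with compound for 15 min. After 400 uM selenite was added, NADPH fluorescence (Ex 340/Em 450 nm) was followed for 8 min.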
RXFP1 agonist = agonists of human relaxin receptor RXFP1. Q9HBX9. HEK293T-RXFP1 cAMP TR-FRET, 30 min; response scale: percent of porcine relaxin response, buffer zero. Potency, µM (highest dose often 57.5 µM), for inactives: at the top dose activation, usual class: activators. 0.3% of 370,000 active. AID 2676; also: % is scaled to controls: 0 for no effect and ±100 for the full control effect; nearly all actives have a fitted effect of over 60% in size; many of its hits are not listed in these tables
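HEK293T cells stably expressing RXFP1 were pretreated with the PDE4 inhibitor Ro 20174, exposed to compounds for 30 min at 37C, lysed, and cAMP was read by TR-FRET. Data normalized to buffer (basal) and 29 nM porcine relaxin (100%).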
TrxR1 substrate = rat thioredoxin reductase 1 substrate activity; O89049; purified TrxR1 substrate turnover, NADPH consumption readout; Potency, µM (top dose mostly 114 µM), for inactives: top-dose activity change, negative = substrate turnover; 0.01% of 390,000 active; also: % is scaled to controls: 0 for no effect and ±100 for the full control effect; nearly all actives have a fitted effect of over 50% in size
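Rat TrxR1, dispensed at 90 nM, was prereduced with 400 uM NADPH (final) for 5 min at ~22 deg C, then incubated with compound 15 min before 400 uM selenite. A first-read NADPH fluorescence drop versus no-compound background flagged substrates.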
RGS4 inhibitor = blocks human RGS4-accelerated GTP hydrolysis; P49798; 0.039% of 390,000 active; Transcreener GDP fluorescence polarization, RGS4-accelerated GTP hydrolysis; AID 504845; Potency, µM (doses to about 114 µM), for inactives: top-dose activity change, negative = inhibition, usual class: inhibitors; also: % is scaled to controls: 0 for no effect and ±100 for the full control effect; nearly all actives have a fitted effect of over 75% in size; some results filed as inactive show a strong effect at the top dose
Target sequence (P49798 whole entry, looked up): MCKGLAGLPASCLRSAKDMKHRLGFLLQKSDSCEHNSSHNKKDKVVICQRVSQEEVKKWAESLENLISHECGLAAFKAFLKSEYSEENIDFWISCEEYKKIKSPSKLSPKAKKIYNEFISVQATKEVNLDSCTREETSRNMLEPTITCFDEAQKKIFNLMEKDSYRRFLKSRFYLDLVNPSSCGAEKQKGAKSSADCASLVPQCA
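MLSMR compounds (23 nl, pin-transferred) preincubated 10 min at room temperature with a 500nM (2x) first reagent, then RGS4 at 900nM (2x) plus Transcreener GDP mix added; fluorescence polarization (620/688 nm) read before and after 90 min at 30 °C.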
USP1-UAF1 inh = blocks the human USP1/UAF1 deubiquitinase complex | recombinant USP1/UAF1, Ub-Rhodamine cleavage fluorescence | 0.23% of 390,000 active | AID 743255 | O94782 | Potency, µM (highest dose often 57.1 µM), without a hit: at the top dose activity change, negative = inhibition, usual class: inhibitors; also: % is scaled to controls: 0 for no effect and ±100 for the full control effect; nearly all actives have a fitted effect of over 60% in size; inactives centre near -12
Target sequence (O94782 whole entry, looked up): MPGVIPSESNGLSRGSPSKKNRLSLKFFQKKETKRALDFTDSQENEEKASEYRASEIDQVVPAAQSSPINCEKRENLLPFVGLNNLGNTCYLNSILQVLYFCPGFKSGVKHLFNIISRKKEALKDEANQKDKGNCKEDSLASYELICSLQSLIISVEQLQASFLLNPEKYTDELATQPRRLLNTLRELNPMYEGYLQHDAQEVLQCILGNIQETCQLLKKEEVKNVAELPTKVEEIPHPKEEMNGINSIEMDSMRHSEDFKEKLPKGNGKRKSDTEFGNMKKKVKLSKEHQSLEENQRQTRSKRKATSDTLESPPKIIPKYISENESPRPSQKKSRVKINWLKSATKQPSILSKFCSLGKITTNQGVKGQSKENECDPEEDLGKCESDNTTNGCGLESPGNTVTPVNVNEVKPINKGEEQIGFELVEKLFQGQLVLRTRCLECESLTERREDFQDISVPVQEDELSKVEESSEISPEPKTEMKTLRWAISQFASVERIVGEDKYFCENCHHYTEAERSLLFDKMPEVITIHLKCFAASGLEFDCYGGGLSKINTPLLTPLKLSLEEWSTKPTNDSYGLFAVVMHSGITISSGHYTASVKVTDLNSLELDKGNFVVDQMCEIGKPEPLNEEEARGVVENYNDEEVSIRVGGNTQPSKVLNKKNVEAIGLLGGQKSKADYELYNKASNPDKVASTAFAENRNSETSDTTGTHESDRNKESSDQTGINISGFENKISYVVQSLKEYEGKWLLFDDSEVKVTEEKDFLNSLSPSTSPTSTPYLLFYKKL
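In this screen, compounds sit with the deubiquitinase complex (1nM) for 15 min at room temperature before Ub-Rho is added at 150nM final. Fluorescence rise is then followed for 6 reads every 60 seconds.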
Vif-APOBEC3F blk = Vif-A3F binding inhibition. HeLa A3F-eYFP + Vif (tagged APOBEC3F with the HIV-1 protein that degrades it), YFP fluorescence increase. Potency, µM (highest dose often 46.1 µM), for the others: at the top dose activity, negative = active. 0.2% of 390,000 active; also: % of control where 0% means no effect; nearly all actives have a fitted effect of over 65% in size
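Fluorescence increase (Ex 488/Em 500-530) after overnight compound treatment at 37 deg C flags inhibition of Vif-driven A3F-eYFP loss in stable HeLa A3F-eYFP/Vif cells seeded overnight beforehand.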
mIDH1 inhibitor = blocks human mutant IDH1 R132H enzyme; O75874; IDH1-R132H enzyme, NADPH consumption, diaphorase/resazurin fluorescence; Potency, µM (doses to about 76.6 µM), inactives show at the highest dose activity change, negative = inhibition, hits mostly inhibitors; 0.093% of 390,000 active; AID 602179; also: % is scaled to controls: 0 for no effect and ±100 for the full control effect; nearly all actives have a fitted effect of over 65% in size
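IDH1-R132H (0.5 ug/mL) preincubated 30 min with compound, then NADPH (0.016 mM) and alpha-KG (2 mM) added; 80 min at RT, pH 7.5. Remaining NADPH coupled via diaphorase/resazurin to fluorescence (540/590 nm); concentration-response curves normalized to no-enzyme control.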
Vif-APOBEC3G blk = inhibitors of Vif-APOBEC3G interaction; HeLa A3G-eYFP + Vif (tagged APOBEC3G with the HIV-1 protein that degrades it), YFP fluorescence, overnight; Potency, µM (highest dose often 46.1 µM), for inactives: at the top dose activity, negative = active, actives largely listed as inhibitors; 0.076% of 410,000 active;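 also: % is scaled to controls: 0 for no effect and ±100 for the full control effect; nearly all actives have a fitted effect of over 60% in size; hits raise eYFP signal because A3G escapes Vif-driven loss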
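HeLa cells stably expressing Vif and C-terminally eYFP-tagged A3G, seeded overnight at 37 deg C, then exposed to compound by pintool overnight at 37 deg C. Rise in yellow fluorescence (Ex 488/Em 500-530, Acumen) marks blocked Vif-driven A3G degradation.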
ALOX12 inh = blocks human arachidonate 12S-lipoxygenase | P18054 | purified 12hLO, xylenol orange hydroperoxide absorbance | Potency, µM (highest dose often 108 µM), inactives show at the highest dose activity change, negative = inhibition, most hits filed as inhibitors | 1.1% of 580,000 active | AID 1671190; also: % is scaled to controls: 0 for no effect and ±100 for the full control effect
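Purified human 12hLO (150 nM final) in 25 mM Hepes, 0.01% Triton X-100, pH 7.0 was preincubated 15 min at room temperature with compound. Then 40 uM arachidonic acid was added, 30 min. Hydroperoxide was read by Fe-XO absorbance ratio 573/405 nm.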
An asterisk follows results filed as active; ? = inconclusive; . = not tested or not shown; [ ] = another dose, or the depositor's remark. Calls follow the shape of the dose curve; as a rule, active = well fitted curve in the direction sought with a large enough effect; inconclusive = small, poorly fitted or top-dose-only effect, or another doubt; inactive = no such curve, though single readings can be large; an effect the other way counts as inactive or inconclusive. Potency is read from the fitted curve at half-maximal effect. A portion of the library (hit frequency here may not be typical).

SMILES	rTrxR1 inhibitor	RXFP1 agonist	TrxR1 substrate	RGS4 inhibitor	USP1-UAF1 inh	Vif-APOBEC3F blk	mIDH1 inhibitor	Vif-APOBEC3G blk	ALOX12 inh
O=C(Nc1nc(-c2ccc(-c3ccccc3)cc2)cs1)c1cc([N+](=O)[O-])ccc1N1CCOCC1	5%	-1.4%	-6%	-4%	-9%	3%	2%	0%	2%
CN(Cc1c(F)cccc1Cl)C(=O)c1ccc2ccccc2n1	16%	2.8%	5%	-5%	-13%	-30%	2%	1%	22%
COc1ccc(-c2nc3c(c(=O)c4ccccc4n3C)c(=O)n2Cc2ccccc2)cc1	-12%	4.7%	-9%	-5%	-17%	-1%	-6%	-1%	-6%
O=C(CCCn1c(=S)[nH]c2ccc(Br)cc2c1=O)N1CCN(c2ccccn2)CC1	17%	1.0%	-4%	22%	-2%	-13%	10%	3%	-4%
Cc1nnsc1C(=O)Nc1ccccc1Cl	26%	0.2%	5%	26%	-1%	1%	7%	0%	4%
O=C(CSc1nnc(COc2ccccc2)n1Cc1ccco1)NCc1ccco1	11µM*	0.5%	5%	-43%	-2%	-8%	-8%	1%	?
O=C(O)c1ccccc1-c1ccccc1C(=O)Nc1ccc2c(c1)C(O)c1ccccc1-2 (stereo not given)	.	.	.	.	?	-3%	-12%	-3%	-7%
Cc1cnc(C(=O)OCc2nc3ccsc3c(=O)[nH]2)cn1	-20%	5.1%	-18%	-17%	-1%	5%	12%	0%	-7%
Cc1ccc(NC2=NCC(=O)N2C2CCCC2)cc1	10%	0.0%	2%	15%	-10%	-17%	-7%	-9%	-8%
CCOC(=O)C1CCCN(c2c(NCCCN3CCCC(C)C3)c(=O)c2=O)C1 (stereo not given)	?	0.5%	-7%	2%	-14%	-1%	19%	7%	2%
Cc1[nH]nc2c1C(c1cccs1)C1=C(CCCC1=O)N2 (stereo not given)	5%[57.1 µM]	0.9%	9%[57.1 µM]	-9%	-18%	6%	7%	-7%	1%
O=C(Oc1ccc2c(c1)C(=O)c1ccccc1CO2)c1ccccc1	-13%	-1.7%	-12%	20%	-7%	1%	2%	2%	4%
Cc1cccc(C(=O)Nc2c(C(=O)NCc3ccc(Cl)cc3)sc3nc(C)cc(C)c23)c1	1%	13%	10%[11.4 µM]	25%	-9%	?	-1%	-14%	-16%
CCc1cccc(NC(=O)c2cc3c(=O)oc4ccc(C)cc4c3s2)c1	3%	30%	24%	2%	-11%	0%	-7%	3%	6%
Cc1ccc2oc(=O)c3cnn(CC(=O)NCCN(C)C)c3c2c1	-5%[57.1 µM]	-0.1%	-6%[57.1 µM]	-16%	-4%	-3%	-3%	0%	-5%
CCOC(=O)c1oc2c(CN3CCN(CCO)CC3)c(O)c(CC)cc2c(=O)c1-c1nc2ccccc2s1	-1%[57.1 µM]	-1.7%	0%[57.1 µM]	15%	-17%	2%	?	-7%	?
CCc1ccccc1NC(=O)CSc1nnc(CNC(=O)c2ccco2)n1C	16%[57.1 µM]	6.0%	7%[57.1 µM]	6%	-2%	5%	1%	0%	17%
O=C(Nc1ccccc1-c1nnn(CC(=O)N2CCc3ccccc3C2)n1)C1CCC1	16%	3.7%	-2%	-28%	-19%	0%	3%	0%	3%
COc1ccc(-c2ccc(CN3C(C(C)C)C(=O)N(Cc4cn(CCC5OCCCO5)nn4)CCS3(=O)=O)cc2)cc1OC (stereo not given)	.	.	.	.	-13%	-7%	-16%	2%	-21%
COc1ccc(NC(=O)COCc2cc(-c3ccco3)on2)cc1Cl	-6%	4.0%	-1%	-27%	?	-5%	35%[activator]	2%	-23%
COc1cc(CN2CCN(c3ccccc3F)CC2)c([N+](=O)[O-])cc1OC	8%	2.0%	2%	-14%[11.4 µM]	-27%	-2%	1%	5%	-18%
O=C(CSc1nc(C2CC2)nc2sc3c(c12)CCCC3)NCc1ccco1	-7%	2.2%	3%	-3%	-1%	-1%	-3%	-1%	6%
O=Nc1c(-c2c(O)[nH]c3cc(Br)ccc23)[nH]c2ccccc12	6%[57.1 µM]	-0.5%	5%[57.1 µM]	?	-28%	-4%	11%	6%	2%
COc1cccc(N2CCN(c3ncnc4c3c(-c3ccccc3)cn4-c3ccc(C)cc3)CC2)c1	8%[57.1 µM]	8.7%	-5%[57.1 µM]	-7%	1%	2%	-4%	3%	-7%
COc1ccccc1OCC(=O)NC1CC(=O)N(c2ccc3c(c2)OCCO3)C1 (stereo not given)	10%[57.1 µM]	2.1%	3%[57.1 µM]	11%	-3%	-1%	10%	2%	-3%
C[C@@H]1CN([C@H](C)CO)C(=O)c2cc(C3=CCCCC3)cnc2O[C@@H]1CN(C)Cc1ccccc1C(=O)O	.	.	.	.	-4%	-12%	-7%	-6%	3%
C=CCC[C@H](Cc1ccc(F)cc1)C(=O)OC[C@H](Cc1c[nH]c2ccccc12)NC(=O)[C@@H](CC=C)CC(=O)NCCO	5%	.	-11%	-16%	?	-1%	-8%	-14%	-30%
CCC(Sc1nc(N)c(NC(=O)c2ccc(Br)o2)c(=O)[nH]1)C(=O)O (stereo not given)	-14%	2.3%	-10%	21%	-7%	-16%	2%	3%	-25%
CC(NC(=O)C1CCCN(C(=O)N(C)C)C1)c1ccccc1 (stereo not given)	18%	1.2%	7%	1%	-14%	8%	-1%	1%	0%
CCOc1ccc(-n2c(=S)sc3c(=O)[nH]c(SCC(=O)NCc4ccco4)nc32)cc1	-29%	0.9%	-12%	-44%	-14%	0%	-6%	-9%	?
CCCCn1nnnc1NCc1cc(OC)c(OC)c(OC)c1	22%	1.8%	10%[57.1 µM]	10%	-11%	-3%	0%	0%	-8%
O=c1c2ccccc2nnn1CSc1nnc(-c2cccnc2)n1-c1ccccc1F	?	-0.7%	-11%	-18%	1%	.	3%	-6%	13%
COc1ccccc1N/C(N)=N/c1nc(C(F)(F)F)cc(=O)[nH]1	14%	3.5%	0%	2%	-23%	-13%	0%	-4%	-10%
CCN(CC)S(=O)(=O)c1cccc(C(=O)NCCCN2CCOCC2)c1	9%	2.1%	5%	-21%	-13%	-2%	2%	0%	-4%
Cc1nnc(N2CCCC(C(=O)NCc3ccccc3F)C2)c2nn(-c3ccccc3)c(C)c12 (stereo not given)	-16%	3.9%	-3%	-9%	-13%	1%	-10%	-3%	0%
CCOC(=O)N1CCN(CCc2ccccc2)CC1	16%	0.5%	2%	-10%	-23%	-3%	6%	0%	-32%

Whole records as entered above. Values in the order: rTrxR1 inhibitor	RXFP1 agonist	TrxR1 substrate	RGS4 inhibitor	USP1-UAF1 inh	Vif-APOBEC3F blk	mIDH1 inhibitor	Vif-APOBEC3G blk	ALOX12 inh
CCCCn1nnnc1NCc1cc(OC)c(OC)c(OC)c1 in the list: 22%	1.8%	10%[57.1 µM]	10%	-11%	-3%	0%	0%	-8%
CCC(Sc1nc(N)c(NC(=O)c2ccc(Br)o2)c(=O)[nH]1)C(=O)O (stereo not given) in the list: -14%	2.3%	-10%	21%	-7%	-16%	2%	3%	-25%

(cont.)
SMILES	rTrxR1 inhibitor	RXFP1 agonist	TrxR1 substrate	RGS4 inhibitor	USP1-UAF1 inh	Vif-APOBEC3F blk	mIDH1 inhibitor	Vif-APOBEC3G blk	ALOX12 inh
CC1CCN(C(=O)Nc2ccc3nc(-c4ccco4)c(-c4ccco4)nc3c2)CC1	4µM*	.	-15%	?	.	.	.	-13%	.
Cc1nc(NC(=O)COc2ccccc2)sc1C(=O)Nc1ccccc1	0%	0.7%	-6%	1%	-22%	-5%	0%	-6%	-28%
CC(=O)NCCn1c(SCC(=O)NCCC2=CCCCC2)nc2ccccc2c1=O	-17%	0.4%	-9%	0%	-21%	3%	1%	1%	0%
CC(C)C(NS(=O)(=O)c1cccc(C(F)(F)F)c1)C(=O)NCc1cccs1 (stereo not given)	19%	0.2%	1%	2%	-24%	7%	0%	0%	453%[activator]
COC(C(=O)Nc1ccnn1C1CCN(Cc2ccc(Cl)s2)CC1)c1ccccc1 (stereo not given)	16%	1.1%	3%	-18%	-11%	1%	0%	3%	-7%
CS(=O)(=O)N1CCCC(c2nc(-c3ccc(S(=O)(=O)NCc4ccccc4)cc3)no2)C1 (stereo not given)	20%	0.8%	-8%	20%	-4%	0%	2%	2%	25%
COc1ccc(-c2ccc(=O)n(CC(=O)Nc3ccc(N(C)C)cc3)n2)cc1	16%[57.1 µM]	-0.1%	1%[57.1 µM]	-2%	-32%	3%	5%	-2%	?
N[C@@H](Cc1ccc(O)c(I)c1)C(=O)O	?	2.9%	9%[57.1 µM]	?	.	.	.	.	?
Cc1cccc(NC(=S)N2CCOCC2)c1C	-13%	0.3%	-5%	-8%	-4%	2%	-4%	0%	5%
Cc1ccc2sc(N3CCN(C(=O)C4COc5ccccc5O4)CC3)nc2c1C (stereo not given)	24%[57.1 µM]	2.7%	10%[57.1 µM]	-24%	-30%	-6%	10%	4%	-13%
NC(=O)CC(NC(=O)c1ccc(Br)cc1)c1ccc(N2CCN(c3ccccn3)CC2)c([N+](=O)[O-])c1 (stereo not given)	1%[57.1 µM]	-1.0%	-1%[57.1 µM]	1%	-5%	2%	0%	-1%	-24%
CCOc1ccccc1N(CC(=O)N1CCOCC1)S(=O)(=O)c1ccc(SC)cc1	-2%[57.1 µM]	2.2%	9%[57.1 µM]	5%	-6%	-6%	-3%	2%	0%
